High-throughput results from PubChem BioAssay.
mcGAS RapidFire: inhibitors of Mus musculus cyclic GMP-AMP synthase, initial high-throughput assay, cell-free, RapidFire MS; Q8C6L5; recombinant mouse cGAS, cGAMP by RapidFire MS; inhibition, % at 12.5 µM; 130,000 compounds, 0.18% hits; AID 1259397, 2018;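 active means inhibition of cGAS enzyme activity at or above 60%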;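 further: enzyme stimulated by 45 bp dsDNA with ATP and GTP substrates; cGAMP share of summed cGAMP plus half ATP and half GTP signals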
Target sequence (Q8C6L5 whole entry, looked up): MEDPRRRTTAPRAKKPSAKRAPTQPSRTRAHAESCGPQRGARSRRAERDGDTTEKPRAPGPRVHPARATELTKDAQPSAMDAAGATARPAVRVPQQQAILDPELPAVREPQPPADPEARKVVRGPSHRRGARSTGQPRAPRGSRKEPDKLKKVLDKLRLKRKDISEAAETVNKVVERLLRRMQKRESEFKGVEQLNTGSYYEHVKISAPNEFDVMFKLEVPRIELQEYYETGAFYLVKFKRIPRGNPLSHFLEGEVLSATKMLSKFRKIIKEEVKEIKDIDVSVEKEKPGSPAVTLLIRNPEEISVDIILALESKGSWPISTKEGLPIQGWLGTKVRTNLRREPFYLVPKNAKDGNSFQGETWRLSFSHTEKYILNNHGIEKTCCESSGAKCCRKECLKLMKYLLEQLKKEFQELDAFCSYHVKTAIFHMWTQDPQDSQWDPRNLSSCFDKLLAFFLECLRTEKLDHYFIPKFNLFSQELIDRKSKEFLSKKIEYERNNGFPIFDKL
Numbers without * were called inactive; & = joins results of further samples. The list is partial; the hit share may differ from the screen's.

mcGAS RapidFire	molecule
-1.0	Cc1cc2c(c(=O)[nH]1)C(=O)NC2
-5.9	Cc1cc(S(=O)(=O)N2CCN(CCO)CC2)ccc1Cl
-11.8	COc1ccc(C2Nc3ccccc3C(=O)N2c2ccc(Cl)cc2)cc1CSc1ccccn1 (centres undefined)
-5.1	CCn1c(=O)n(CCC(=O)NCc2ccccc2CN(C)C)c2ccccc21
10.0	O=C1CCc2cc(OCC(=O)N3CCN(S(=O)(=O)c4ccccc4Cl)CC3)ccc2N1
-7.5	Cc1cc2ccccc2n1CCNC(=O)C12CC3CC(CC(C3)C1)C2
-14.8	Cc1cccc(-c2ccc(C(=O)N3CCCC3)cn2)c1C
-3.6	ClC(=Cc1ccc(Cl)cc1)c1nc2ccccc2c2ccccc12
9.5	CC(=O)Nc1ccc(C)c(S(=O)(=O)N2Cc3ccccc3CC2C(=O)N2CCCC2)c1 (centres undefined)
-16.2	CCOC(=O)/C=C/c1c([N+](=O)[O-])sc(Br)c1Br
-9.2	O=C(NC1CC1)C1CCN(C2CCN(Cc3cccc(OC4CCCC4)c3)CC2)CC1
8.1	O=c1cc(N2CCN(c3ccccc3F)CC2)[nH]c(=O)n1-c1ccccc1Cl
-1.5	O=C1CC2(CCN(C(=O)c3cccc(Oc4ccccc4)c3)CC2)CN1
0.9	Cc1cccc(C)c1OCCn1c(CO)nc2ccccc21
-18.5	Cn1cc(/C=C/C(=O)N2[C@H]3CCNC[C@@H]2CC3)cn1
-3.3	CCC(CC)C(=O)Oc1ccc(C)cc1C
-7.6	CCOC(=O)c1coc(N2C[C@H](O)[C@@H](N3CCOCC3)C2)n1
-7.5	COc1ccc(NC(=O)N2CCCOCC2)cc1Cc1ccccc1
-15.9	O=C(NCc1nc2ccccc2s1)Nc1cccc(CN2CCCC2=O)c1
5.4	CN(CCOc1ccccc1)Cn1ncn(-c2ccccc2)c1=S
-12.5	COc1ccc(/C=N\N2CCN(C)CC2)c(OC)c1OC
0.9	COc1ccc(-n2nnc3c(=O)n(CC(=O)NC4CCCC4)cnc32)cc1
-2.8	O=C1CN2NC(=S)N(c3ccc(Cl)cc3)C2=CN1c1ccc(Cl)cc1
-8.6	Cc1noc(C)c1CN1CCN2C(C(=O)Nc3ccc(F)c(Cl)c3)=COC2=NC1=O
-4.3	CCn1cc(NC(=O)c2cccc(CS(C)=O)c2)ccc1=O (centres undefined)
-13.9	CN(Cc1ccccc1)Cc1cnc(Cl)s1
-8.5	O=c1cc(CN2CCCCC2c2ccc(C(F)(F)F)cc2)occ1O (centres undefined)
-8.6	COc1ccc(C(=O)NCCC2CN(C)CCO2)c(OC)n1 (centres undefined)
-3.5	COC(=O)CN1CC2(CCN(Cc3cccc(OC(F)(F)F)c3)CC2)OC1=O
-5.7	CNC(=O)Cn1nc(C)c2cnn(-c3ccccc3C)c2c1=O
-7.2	O=C1CN(CC(=O)N2CCC(c3cc(Cc4ccccc4)[nH]n3)CC2)C(=O)N1
-15.4	CCc1ncc(C(=O)N2CCCN(C(=O)c3ccccc3)CC2)[nH]1
-7.0	Cc1cccc(OCC2=NN3C(=N)/C(=C\c4ccc(Br)o4)C(=O)N=C3S2)c1
-16.3	COCCn1c(SCc2ccccc2F)nc2ncccc2c1=O
-10.3	O=c1c2cnc(N3CCCC3)nc2ccn1-c1ccccc1
-0.4	CSCC(=O)N1CCCC(N2CCN(c3cccc(Cl)c3)CC2)C1 (centres undefined)
6.2	Cc1cccn2c(=O)cc(CN(Cc3ccco3)C3CCCC3)nc12
-7.8	Cc1cn2c3c(=O)n(CCc4ccccc4)c(=O)n(C)c3nc2n1CCOCCO
-15.3	CC(C)(C)c1csc(NC(=O)CC2OCCc3ccsc32)n1 (centres undefined)
-8.5	Cc1ccsc1C(CNC(=O)c1cc(=O)c2ccccc2[nH]1)N(C)C (centres undefined)
-7.5	CCSc1nnc(NC(=O)CSc2nnc(CNC(=O)c3ccco3)n2-c2ccc(F)cc2)s1
-13.0	CC(=O)c1c(C)[nH]c(C(=O)CSc2nc3sc4c(c3c(=O)[nH]2)CCCC4)c1C
9.4	CCOc1ccccc1OS(=O)(=O)c1ccc(C(N)=O)cc1
-2.7	O=C(CCc1ccccc1)N1CCC(Nc2ccc3nnnn3n2)CC1
6.1	CC(NS(=O)(=O)Cc1ccccc1)c1cccc(N2CCCS2(=O)=O)c1 (centres undefined)
2.8	COC(=O)C1CCN(C(=O)c2cc(Cn3ccc4ccccc43)[nH]n2)CC1
-8.4	CCc1noc(C)c1C(=O)Nc1cccc(C(C)=O)c1
1.0	CN1CCN(CCN2C(=O)c3ccccc3C2=O)CC1
15.7	Cc1ccc(C)c(C=CC(=O)c2c(O)cc(C)oc2=O)c1
-4.7	Cc1ccc(SC2CCN(C(=O)c3cn(Cc4ccccc4F)nn3)CC2)cc1
-11.1	Cc1cc(C)nc(N=C(NC(=O)c2ccc(F)cc2)Nc2ccccc2)n1
0.5	Cc1cc(-c2csc(NC3CC3)n2)c(C)n1C1CC1
11.5	CN(C(=O)CSc1nnnn1C1CC1)c1ccccc1
-1.2	COc1ccc(OCCNC(=O)C2(C)CCN2CCc2ccccc2)cc1 (centres undefined)
-16.5	CNC(=O)[C@@H]1C[C@@H](N)CN1C(=O)c1cc(OC)nc2ccccc12
3.2	CCn1c(C2CCCN(Cc3ccnn3-c3ccccc3)C2)nn(C)c1=O (centres undefined)
-5.9	O=C(Nc1cccc(Oc2ccncc2)c1)C1CCS(=O)(=O)C1 (centres undefined)
-2.7	CN(C)N1C(=O)c2ccccc2C1(N)c1ccccc1 (centres undefined)
-1.9	Cc1ccc(-c2nnc(NC(=O)CN3C(=O)CCC3=O)o2)c(C)c1
-3.5	CCOC(=O)C1CCCN(CC(O)COc2ccccc2C(C)=O)C1 (centres undefined)

Other records
mcGAS RapidFire	molecule
-1.3	COc1ccc(-c2nc3ccc(C4=NNC(=O)C(C)C4)cc3[nH]2)cc1 (centres undefined)
-7.3	O=C(CCC1CCCN(C(=O)c2sccc2Cl)C1)NC1CC1 (centres undefined)
3.8	Cc1[nH]n(-c2ccccc2)c(=O)c1C(C[N+](=O)[O-])c1ccc(Br)cc1 (centres undefined)
-29.7	CCC(NCC(=O)NCc1ccccc1F)c1nc(C)no1 (centres undefined)
-15.0	COc1cccc(-n2cc(-c3ccnc(NCCc4cnc[nH]4)n3)cn2)c1
-8.1	N#CC1C(=O)NC(=O)[C@H]([n+]2ccccc2)[C@H]1c1cccc(OCC(N)=O)c1 (some centres undefined)
-7.6	CC(C)NC(=S)NC(=O)c1ccco1
-10.1	Cc1ccccc1CN1CCN(Cc2cccn2-c2nccs2)CC1CCO (centres undefined)
-7.1	Cc1ccc2cc(CCNC(=O)c3cccc4ccccc34)c(=O)[nH]c2c1C
-14.4	CC(NC(=O)CNc1cc(N2CCCC2=O)ccc1Cl)C1CC1 (centres undefined)
-8.0	O=C1CC(c2ccc(F)cc2)Cc2c1cnn2-c1nc2ccccc2[nH]1 (centres undefined)
-2.5	CC1(C)CN2C(=O)C(NC(=O)c3ccccc3)(C(F)(F)F)N=C2S1 (centres undefined)
-2.3	CCOC(=O)C1=C(C)NC(C)=C(C(=O)OCC)C1C(=O)OCC(=O)N1CCCCC1C (centres undefined)
-8.1	FC(F)(F)c1cccc(Cn2c3[n+](c4ccc(C(F)(F)F)cc42)CCCCC3)c1
-18.4	O=C(Nc1cccc(Cl)c1)Oc1ccccc1-c1ccccc1

Shown as comma-separated lines: entries from further up
Compound,mcGAS RapidFire
O=C(CCC1CCCN(C(=O)c2sccc2Cl)C1)NC1CC1 (centres undefined),-7.3
Cc1[nH]n(-c2ccccc2)c(=O)c1C(C[N+](=O)[O-])c1ccc(Br)cc1 (centres undefined),3.8

Later entries:
mcGAS RapidFire	molecule
-7.1	O=C(c1cccs1)N1CCCC(OCc2cccc(OC(F)(F)F)c2)C1 (centres undefined)
-6.9	Cc1cc(CC(C)Nc2nccc(C3CCCC3)n2)n[nH]1 (centres undefined)
-2.9	O=C(c1ccccc1)N1CCN(C2CCc3ccc(F)cc32)CC1 (centres undefined)
-5.5	Cc1noc(C)c1CNC(=O)N1CCCCC1c1cccn1C (centres undefined)
-4.7	Cc1occc1C(=O)NCCC1CCCN(C(=O)OC(C)(C)C)C1 (centres undefined)
-3.3	Cn1nnc2c(SCC(=O)NC3CC3)ncnc21
-3.6	OC(CN1CCOCC1)CN(CC1CCOC1)C1CC1 (centres undefined)
-6.9	COC(=O)c1[nH]ncc1CN1CCN(C(=O)c2ccc(OC)cc2)CC1
-2.1	O=C(O)Cn1[nH]c(=O)ccc1=O
14.1	COc1cc(Br)cc(C=Nc2ccc(C)cn2)c1O
-13.8	CC1CCN(C(=O)CC2C=CCC2)c2cc(C(F)(F)F)ccc2S1 (centres undefined)
19.5	Cc1[nH]nc2c1C(c1ccccn1)C1C(=O)CC(C)(C)CC1=N2 (centres undefined)
-7.8	OCc1cc(-c2ccc(CN3CCCC3)cn2)ccc1F
-9.3	COc1ccc(OCC(=O)N=Nc2c(O)[nH]c3ccc(Br)cc23)cc1
-5.8	CC(=O)CCCCC(=O)N1CCC2(CCc3ccccc32)CC1
-8.2	O=C(Cn1ccnc1)c1ccccc1
-0.9	COC(=O)c1ccc(NC(=O)c2c(-c3ccccc3Cl)noc2C)cc1
-2.5	Oc1cc2c(cc1CN1CCc3ccccc3C1)OCO2
-1.9	Cc1ccc2nc(C3CC3)cc(C(=O)NCCC(=O)N(C)C)c2c1
-7.9	CN(C)S(=O)(=O)c1ccc2c3c(cccc13)C(=O)N2
4.9	O=C(O)Cc1ccc2sc(-c3ccccc3)nc2c1
-9.8	C=C(C)CNc1ccc(C(=O)N(CC)Cc2nccn2C)cn1
-4.6	COc1ccc(Cc2noc(CN3CCCC(OCc4ccccn4)C3)n2)cc1OC (centres undefined)
-3.9	CC(C(=O)N(C)Cc1cn[nH]c1-c1ccc(F)cc1)N1CCCC1=O (centres undefined)
5.8	COc1cc2occ(O)c2cc1-c1csc(-c2ccsc2)n1
-7.9	CC(C(=O)N1CCCCCC1)N1CC(c2nc3ccccc3[nH]2)C1 (centres undefined)
-3.7	COC1CCN(CCS(=O)(=O)c2ccc(C(C)(C)C)cc2)CC1
-6.5	O=C(Nc1ccc(S(=O)C(F)(F)F)cc1)C1CCCN1S(=O)(=O)c1ccccc1 (centres undefined)
-4.6&-0.5&2.0&4.6	NC12CC3CC(CC(C3)C1)C2
-2.6	CNC(=O)c1cnn(-c2cccc(Cl)c2)c1C(F)(F)F
-0.9	CCOC(=O)Cn1c(=O)c2c(nc3n(C(C)c4ccccc4)c(C)cn23)n(C)c1=O (centres undefined)
-4.3	CS(=O)(=O)N1CCN(C(=O)c2csc(Nc3ccc(OC(F)F)cc3)n2)CC1
-0.5	CCOc1ccccc1OCCOc1ccccc1OCC
-10.8	CC1CCCC(C)C1NC(=O)Nc1nncc(-c2ccccc2)n1 (centres undefined)
-3.7	OC[C@H]1O[C@@H](O[C@@H]2[C@@H](CO)O[C@](O)(CO)[C@H]2O)[C@H](O)[C@@H](O)[C@H]1O
-4.2	O=C(Cc1coc2cc3c(cc12)CCC3)OC1CCCCC1=O (centres undefined)
-1.3	Cc1nc(C)c(C(=O)N2CCCC(N3CCN(c4ccccc4C)CC3)C2)s1 (centres undefined)
6.1	C=CCn1c2c(sc1=NC(=O)NNc1ccccc1)CCc1ccccc1-2
-10.8	Cc1cc(Cl)ccc1OCC(=O)NC1CCCCC1C (centres undefined)
32.2	COCCn1c(O)c(C=NNC(=O)c2cc(Cl)ccc2O)c(=O)[nH]c1=S
0.0	CCOC(=O)CN(C)C(=O)CC(c1ccccc1)c1ccc2c(c1)OCO2 (centres undefined)
-0.6	O=C(CCC1CCN(C(=O)CCCc2ccccc2)CC1)Nc1ccccc1
-0.8	Cn1c(-c2ccncc2)nn(CN(Cc2cccs2)C2CCS(=O)(=O)C2)c1=S (centres undefined)
-2.5	COC(C(=O)Nc1ccnn1C1CCN(C(=O)c2ccco2)CC1)c1ccccc1 (centres undefined)
-11.1	CCC(=O)Nc1ccc2c(c1)cc(C(=O)NCCOC)n2Cc1cccc(C)c1
-0.5	O=C(CN=C1NS(=O)(=O)c2ccccc21)N1CCc2[nH]c3ccccc3c2C1
-8.8	CCN(CC)CCSc1ccc(-c2cccc([N+](=O)[O-])c2)nn1
-4.7	CCOC(=O)c1ccc(-n2ccc3c(cnc4nc(C)nn43)c2=O)cc1
-2.7	O=C(Nc1ccc(S(=O)(=O)Nc2ncccn2)cc1)c1ccsc1
-5.8	CN(C)C1CCCN(C(=O)c2ccc3cc[nH]c3c2)CC1 (centres undefined)
2.2	COc1cc(OC)cc(-n2c(C3(c4ccc(Cl)cc4)CCC3)n[nH]c2=S)c1
-12.1	COc1coc(CN2CCCC2c2nc3ccc(F)cc3[nH]2)cc1=O (centres undefined)

Taken from the results shown (15 entries):
mcGAS RapidFire	molecule
6.1	C=CCn1c2c(sc1=NC(=O)NNc1ccccc1)CCc1ccccc1-2
-10.8	Cc1cc(Cl)ccc1OCC(=O)NC1CCCCC1C (centres undefined)
32.2	COCCn1c(O)c(C=NNC(=O)c2cc(Cl)ccc2O)c(=O)[nH]c1=S
0.0	CCOC(=O)CN(C)C(=O)CC(c1ccccc1)c1ccc2c(c1)OCO2 (centres undefined)
-0.6	O=C(CCC1CCN(C(=O)CCCc2ccccc2)CC1)Nc1ccccc1
-0.8	Cn1c(-c2ccncc2)nn(CN(Cc2cccs2)C2CCS(=O)(=O)C2)c1=S (centres undefined)
-2.5	COC(C(=O)Nc1ccnn1C1CCN(C(=O)c2ccco2)CC1)c1ccccc1 (centres undefined)
-11.1	CCC(=O)Nc1ccc2c(c1)cc(C(=O)NCCOC)n2Cc1cccc(C)c1
-0.5	O=C(CN=C1NS(=O)(=O)c2ccccc21)N1CCc2[nH]c3ccccc3c2C1
-8.8	CCN(CC)CCSc1ccc(-c2cccc([N+](=O)[O-])c2)nn1
-4.7	CCOC(=O)c1ccc(-n2ccc3c(cnc4nc(C)nn43)c2=O)cc1
-2.7	O=C(Nc1ccc(S(=O)(=O)Nc2ncccn2)cc1)c1ccsc1
-5.8	CN(C)C1CCCN(C(=O)c2ccc3cc[nH]c3c2)CC1 (centres undefined)
2.2	COc1cc(OC)cc(-n2c(C3(c4ccc(Cl)cc4)CCC3)n[nH]c2=S)c1
-12.1	COc1coc(CN2CCCC2c2nc3ccc(F)cc3[nH]2)cc1=O (centres undefined)
